MC4R ag barr: agonists of human melanocortin 4 receptor (MC4R) beta-arrestin; U2OS MC4R beta-arrestin complementation, luminescence; percent of melanotan II response, DMSO zero; activation, % at 8.9 µM; 360,000 tested, 0.98% active; P32245;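 active means activation above a per-plate cutoff, the mean activation of sample wells on that plate plus 3 SD, cut at about 8% in these data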
ABCB6 inh 2: human ABCB6 transporter inhibition; Q9NP58; K562-ABCB6 porphyrin accumulation, flow cytometry, 1 h; active compounds read low; fluorescence ratio to DMSO, % at 10 µM; 360,000 tested, 0.19% active;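 active means fluorescence ratio to DMSO below 75%, the collection mean minus 3 SD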;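 further: signal is porphyrin accumulated inside mitochondria; 100% equals median channel fluorescence of DMSO control wells; lower ratio means ABCB6 inhibition with less porphyrin fluorescence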
Target sequence (Q9NP58 whole entry, looked up): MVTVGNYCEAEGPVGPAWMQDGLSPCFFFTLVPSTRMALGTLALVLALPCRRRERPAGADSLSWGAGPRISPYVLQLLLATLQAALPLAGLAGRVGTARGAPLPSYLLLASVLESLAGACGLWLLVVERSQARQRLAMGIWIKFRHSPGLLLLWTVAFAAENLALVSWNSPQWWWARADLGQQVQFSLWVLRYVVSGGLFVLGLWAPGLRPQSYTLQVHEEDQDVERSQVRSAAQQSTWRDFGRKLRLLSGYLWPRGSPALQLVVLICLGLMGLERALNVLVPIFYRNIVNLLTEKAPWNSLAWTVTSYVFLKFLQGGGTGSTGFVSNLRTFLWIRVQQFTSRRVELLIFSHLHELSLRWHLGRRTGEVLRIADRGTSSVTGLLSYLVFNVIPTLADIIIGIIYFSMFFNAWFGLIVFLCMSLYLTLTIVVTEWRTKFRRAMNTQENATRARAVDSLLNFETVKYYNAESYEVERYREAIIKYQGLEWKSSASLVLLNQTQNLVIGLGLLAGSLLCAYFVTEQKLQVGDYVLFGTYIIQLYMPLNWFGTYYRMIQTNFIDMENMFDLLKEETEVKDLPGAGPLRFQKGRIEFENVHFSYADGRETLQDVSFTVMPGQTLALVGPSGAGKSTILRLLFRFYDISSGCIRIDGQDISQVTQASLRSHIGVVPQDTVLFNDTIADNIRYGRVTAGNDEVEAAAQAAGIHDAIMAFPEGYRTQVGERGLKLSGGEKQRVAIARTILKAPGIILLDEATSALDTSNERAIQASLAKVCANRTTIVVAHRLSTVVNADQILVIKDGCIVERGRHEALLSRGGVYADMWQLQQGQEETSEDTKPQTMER
ABHD5 PLIN5 PPI: inhibitors of human ABHD5-perilipin-5 interaction. Q00G26+Q8WTS1. Split G. princeps luciferase complementation, luminescence, 4 h. inhibition, % at 4 µM. 360,000 tested, 0.78% active;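 active means inhibition above the mean inhibition across every tested compound plus 3 SD, cut at about 22% in these data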;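 further: 0% = DMSO only wells and the 100% control is not disclosed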
Glyco luc inh: blocks N-linked glycosylation in D54 reporter cells; D54 ERlucT glycosylation luciferase reporter, 24 h; percent of 100 nM tunicamycin response; reporter increase, % at 12.5 µM; 360,000 tested, 0.23% active;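 active means mean luciferase reporter signal, scaled so untreated is 0 and the glycosylation-blocking control 100, at or above a set limit in every replicate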;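 further: luciferase carries N-glycosylation sites so blocking glycosylation raises the light; 0% = median of neutral control wells and 100% = median of 100 nM tunicamycin wells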
TLR9-MyD88 inh: blocks human TLR9 binding to MyD88 | CHO BLA complementation TLR9-MyD88, CCF4 FRET ratio | inhibition, % at 4.98 µM | 340,000 tested, 0.21% active | AID 504734;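 active means inhibition above the mean over all tested compounds plus 3 SD, cut at about 21% in these data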;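 further: 0% = DMSO only wells and 100% = clavulanate BLA inhibitor control wells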
m5-HT2A agonist: mouse HTR2A agonism via beta-arrestin recruitment; AID 624169; CHO-K1 mHTR2A beta-arrestin complementation, luminescence; percent of 30 µM serotonin response; P35363; activation, % at 7.6 µM; 360,000 tested, 0.66% active;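 active means activation above a run cutoff, the mean activation of all tested compounds plus 3 SD, cut at about 14% in these data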;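 further: 0% = plate median of compound wells and 100% = 30 µM serotonin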
H9c2 protect: protects H9c2 cardiomyocytes from peroxide injury. 360,000 tested, 0.63% active. AID 588492. protection from H2O2 cell death, % at 20 µM. H2O2 injury protection, ATPLite, 2 h;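 active means compounds giving at least 50% protection of heart cells from peroxide-induced death in the single-dose screen, raw or plate-pattern-corrected value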;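 further: 0% = DMSO wells with peroxide and 100% = DMSO wells without peroxide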
NCOA2 inhibitor: inhibits human steroid receptor coactivator 2; inhibition, % at 9 µM; 370,000 tested, 0.17% active; Q15596; HEK293 GAL4-SRC2 luciferase reporter, luminescence;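 active means inhibition above the mean inhibition of all tested compounds plus 3 SD, set per campaign, cut at about 52% in these data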;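 further: 0% = DMSO treated cells and 100% = cells given Gossypol at 36 µM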
MC4R antagonist: antagonists of human melanocortin 4 receptor (MC4R). MC4R-expressing cells, MTII-stimulated cAMP, LANCE TR-FRET. 360,000 tested, 0.48% active. P32245. inhibition, % at 6.5 µM;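 active means inhibition above its plate's cutoff, the mean of tested wells on that plate plus 3 SD, cut at about 29% in these data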;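 further: 0% = Melanotan II alone and 100% = Melanotan II plus saturating MCL0020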
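Assay system: human MC4R-expressing U2OS cells; reagent: Melanotan II stimulation of cells; dosing: 6.5 µM single dose; timing: compound 30 min, challenge 1 h, detection 1 h; signal: TR-FRET cAMP assay; replicates: one well per compound, no replicates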
NOD2-RIPK2 inh: blocks binding of human NOD2 to RIPK2. O43353. CHO BLA complementation NOD2-RIPK2, CCF4 ratio. inhibition, % at 4.98 µM. 360,000 tested, 0.38% active; in the data active means inhibition above about 21%;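 further: 0% = vehicle only and 100% = reference blocker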
Active calls of the source: *; . = not tested or not shown.

| structure | MC4R ag barr | ABCB6 inh 2 | ABHD5 PLIN5 PPI | Glyco luc inh | TLR9-MyD88 inh | m5-HT2A agonist | H9c2 protect | NCOA2 inhibitor | MC4R antagonist | NOD2-RIPK2 inh |
| --- | --- | --- | --- | --- | --- | --- | --- | --- | --- | --- |
| O=C(Nc1c2c(nn1-c1ccccc1)CS(=O)C2)c1ccco1 (centres undefined) | -4.2 | 94 | -6 | -1 | -3 | 8 | 2 | 9 | -4 | 3 |
| NC(=O)C1(N2CCCCC2)CCN(C(=S)Nc2cccc(Cl)c2)CC1 | 0.9 | 91 | 3 | 1 | -6 | -2 | -1 | 11 | 9 | -6 |
| CCO/C(C)=N/Oc1cc(OC)cc(OC)c1 | . | 100 | -8 | 1 | . | -1 | 5 | 10 | . | -3 |
| COc1cc2c(cc1OC)-c1cc(Nc3ccc(N(C)C)cc3)nc(=O)n1CC2 | -3.0 | 99 | 14 | 0 | -8 | 5 | 13 | -19 | -34 | -7 |
| Cc1sc(-c2ccccn2)nc1OC(=O)c1ccc(F)cc1F | -1.0 | 100 | -14 | 1 | -13 | 15* | 5 | 8 | -9 | -34 |
| O=c1c(O)c(-c2cccs2)oc2ccccc12 | -3.3 | 103 | -8 | 4 | 21* | -2 | 30 | 17 | -3 | 29* |
| Cc1cc(OCC(=O)NCc2ccccn2)c2c(C)c(C)c(=O)oc2c1 | -0.4 | 97 | 9 | 3 | 6 | 2 | 0 | -24 | 4 | -3 |
| COc1ccc(C(=O)NCc2cc(C(C)C)no2)cc1OC1CCN(C(C)C)CC1 | -1.6 | 96 | 4 | -1 | 7 | 12 | -2 | -1 | -3 | -6 |

| structure | MC4R ag barr | ABCB6 inh 2 | ABHD5 PLIN5 PPI | Glyco luc inh | TLR9-MyD88 inh | m5-HT2A agonist | H9c2 protect | NCOA2 inhibitor | MC4R antagonist | NOD2-RIPK2 inh |
| --- | --- | --- | --- | --- | --- | --- | --- | --- | --- | --- |
| COc1ccccc1NC(=O)C(=O)NCCC1CCCCN1S(=O)(=O)c1cccs1 (centres undefined) | -1.1 | 95 | -2 | -1 | -12 | -2 | 0 | -10 | 16 | -6 |
| C[C@H](CO)N1C[C@H](C)[C@@H](CN(C)C(=O)NC2CCCCC2)Oc2ccc(NC(=O)C3CC3)cc2C1=O | -2.2 | 96 | -3 | 1 | 7 | 6 | 15 | -12 | 0 | 1 |
| CCOc1ccc(C(=O)Nc2cc(C)c3c(=O)oc4ccccc4c3n2)cc1 | 0.1 | 99 | 1 | 2 | 0 | -1 | 8 | -6 | 6 | -6 |
| Cc1cccc(Oc2nc3c(c(=O)n(C)c(=O)n3C)n2C)c1 | -0.1 | 99 | 1 | -2 | -12 | -2 | 0 | 3 | 5 | -12 |
| CCc1nnc(NC(=O)CSc2nnc3c(C)cc4c(C)ccc(C)c4n23)s1 | -1.0 | 95 | 11 | 12 | 2 | 3 | 11 | -1 | -18 | 7 |
| CCOC(=O)c1c(C)n(C)c2ccc(OC)c(NC(=O)CCN3CCSCC3)c12 | -0.2 | 101 | 0 | -1 | -2 | -3 | 2 | -9 | -4 | -10 |
| Cc1ccc(-c2c(C)n([O-])c3c([n+]2=O)CCCCC3)o1 | 0.0 | 98 | 3 | 2 | 3 | 4 | 0 | -4 | -2 | 3 |
| CC(C)CCn1c(SCC(=O)NC2CCS(=O)(=O)C2)nc2cc(Cl)ccc2c1=O (centres undefined) | -3.7 | 97 | -2 | 1 | 14 | 5 | 2 | -4 | 2 | -9 |

An excerpt from above in order of their number in m5-HT2A agonist, lowest first:
molecule	m5-HT2A agonist
COc1ccccc1NC(=O)C(=O)NCCC1CCCCN1S(=O)(=O)c1cccs1 (centres undefined)	-2
CCOc1ccc(C(=O)Nc2cc(C)c3c(=O)oc4ccccc4c3n2)cc1	-1
CC(C)CCn1c(SCC(=O)NC2CCS(=O)(=O)C2)nc2cc(Cl)ccc2c1=O (centres undefined)	5

(list continues)
| structure | MC4R ag barr | ABCB6 inh 2 | ABHD5 PLIN5 PPI | Glyco luc inh | TLR9-MyD88 inh | m5-HT2A agonist | H9c2 protect | NCOA2 inhibitor | MC4R antagonist | NOD2-RIPK2 inh |
| --- | --- | --- | --- | --- | --- | --- | --- | --- | --- | --- |
| CC(=O)Nc1c(C)ccc(CNC(=O)COc2cc(C)ccc2C)c1C | -2.3 | 72* | -4 | -3 | 8 | 0 | -1 | -2 | 5 | -6 |
| CS(=O)(=O)N1N=C(c2ccc(Br)cc2)CC1c1ccc2c(c1)OCO2 (centres undefined) | -1.7 | 127 | -1 | -4 | -5 | -3 | -10 | . | 11 | -8 |
| CCC(NC(=O)C1CCCO1)c1ccccc1 (centres undefined) | -1.2 | 96 | 1 | 1 | -60 | 1 | 1 | -10 | -1 | -9 |
| O=C(NC1CCCCCCC1)C1c2ccccc2C(=O)N1Cc1cccs1 (centres undefined) | 3.3 | 94 | 12 | -2 | 2 | -5 | 2 | 0 | -1 | 0 |
| O=c1c2c3c(sc2n2cnnc2n1CCc1ccccc1)CCCC3 | 0.1 | 66* | 0 | -1 | 4 | 2 | 44 | -3 | 1 | 3 |
| CCOC(=O)Nc1ccc2c(COC(=O)CNS(=O)(=O)c3ccc(NC(C)=O)cc3)cc(=O)oc2c1 | 0.2 | 103 | 2 | 4 | -1 | 4 | 6 | -21 | 6 | -1 |
| Cc1ccc(CNS(=O)(=O)c2ccc3oc(C(=O)O)c(C)c3c2)cc1 | 0.5 | 99 | -6 | 2 | -8 | -2 | 3 | 1 | 10 | -8 |
| Cc1nc2scc(C)n2c(=O)c1S(=O)(=O)NC(C)c1ccccc1 (centres undefined) | -1.5 | 96 | 9 | 2 | 3 | 3 | -1 | 4 | 5 | 5 |

Reformatted with two lines to a compound: 14 of the compounds above.
Screens in order – MC4R ag barr	ABCB6 inh 2	ABHD5 PLIN5 PPI	Glyco luc inh	TLR9-MyD88 inh	m5-HT2A agonist	H9c2 protect	NCOA2 inhibitor	MC4R antagonist	NOD2-RIPK2 inh
CCOc1ccc(C(=O)Nc2cc(C)c3c(=O)oc4ccccc4c3n2)cc1
→ 0.1	99	1	2	0	-1	8	-6	6	-6
Cc1cccc(Oc2nc3c(c(=O)n(C)c(=O)n3C)n2C)c1
→ -0.1	99	1	-2	-12	-2	0	3	5	-12
CCc1nnc(NC(=O)CSc2nnc3c(C)cc4c(C)ccc(C)c4n23)s1
→ -1.0	95	11	12	2	3	11	-1	-18	7
CCOC(=O)c1c(C)n(C)c2ccc(OC)c(NC(=O)CCN3CCSCC3)c12
→ -0.2	101	0	-1	-2	-3	2	-9	-4	-10
Cc1ccc(-c2c(C)n([O-])c3c([n+]2=O)CCCCC3)o1
→ 0.0	98	3	2	3	4	0	-4	-2	3
CC(C)CCn1c(SCC(=O)NC2CCS(=O)(=O)C2)nc2cc(Cl)ccc2c1=O (centres undefined)
→ -3.7	97	-2	1	14	5	2	-4	2	-9
CC(=O)Nc1c(C)ccc(CNC(=O)COc2cc(C)ccc2C)c1C
→ -2.3	72*	-4	-3	8	0	-1	-2	5	-6
CS(=O)(=O)N1N=C(c2ccc(Br)cc2)CC1c1ccc2c(c1)OCO2 (centres undefined)
→ -1.7	127	-1	-4	-5	-3	-10	.	11	-8
CCC(NC(=O)C1CCCO1)c1ccccc1 (centres undefined)
→ -1.2	96	1	1	-60	1	1	-10	-1	-9
O=C(NC1CCCCCCC1)C1c2ccccc2C(=O)N1Cc1cccs1 (centres undefined)
→ 3.3	94	12	-2	2	-5	2	0	-1	0
O=c1c2c3c(sc2n2cnnc2n1CCc1ccccc1)CCCC3
→ 0.1	66*	0	-1	4	2	44	-3	1	3
CCOC(=O)Nc1ccc2c(COC(=O)CNS(=O)(=O)c3ccc(NC(C)=O)cc3)cc(=O)oc2c1
→ 0.2	103	2	4	-1	4	6	-21	6	-1
Cc1ccc(CNS(=O)(=O)c2ccc3oc(C(=O)O)c(C)c3c2)cc1
→ 0.5	99	-6	2	-8	-2	3	1	10	-8
Cc1nc2scc(C)n2c(=O)c1S(=O)(=O)NC(C)c1ccccc1 (centres undefined)
→ -1.5	96	9	2	3	3	-1	4	5	5

Screening results (PubChem)

Some of the compounds tested, so the mix of outcomes need not match the whole.
